# uPA generation: blocks generation of uPA at the cell surface. cell surface uPA generation assay, qHTS. Potency, µM (titrated, usually from 38.3 µM), for the others: top-dose activity change, negative = inhibition, usual class: inhibitors. hit rate 0.31% among 330,000. AID 540303; active = well fitted inhibition curve with a large enough effect; inconclusive = small, poorly fitted or top-dose-only effect; inactive = no such curve, though single readings can be large or run the other way; tested in mouse RAW 264.7 cells; also: % is scaled to controls: 0 for no effect and ±100 for the full control effect; nearly all actives have a fitted effect of over 55% in size
# BRCA1 expr up: activators of BRCA1 expression; MCF7-BRCA1-FFLuc reporter, luminescence, 48 h; response scale: scaled: vehicle 0%, 10 µM genistein 100%; hit rate 1.1% among 380,000; Potency, µM (doses to about 46.1 µM), inactives show at the top dose activation, most hits filed as activators; active = well fitted activation curve with a large enough effect; inconclusive = small, poorly fitted or top-dose-only effect; inactive = no such curve, though single readings can be large or run the other way; also: nearly all actives have a fitted effect of over 80% in size; some results filed as inactive show a strong effect at the top dose
#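 First, MCF7-BRCA1-FFLuc cells (2000/well) attach for 2 h; next, compounds are pin-added and incubated 48 h at 37 °C; finally, luciferase reagent is added and luminescence read after 15 min.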
# Active calls of the source: *; ? = inconclusive; [ ] = another dose, or the depositor's remark. Potency is read from the fitted curve at half-maximal effect. This is a subset; count on the stated rates, not on these rows.
item | Structure | uPA generation | BRCA1 expr up
1 | COC1OC2COC(c3ccccc3)OC2C(O)C1NC(C)=O (configuration not stated) | -5% | -13%
2 | CN1OC[C@@H]2CN(Cc3cc(Cl)cc(Cl)c3)[C@H](c3cccc(-c4ccccc4)c3)C[C@@H]21 | 4% | -20%
3 | COc1cccc(/C=C/C(=C2\C(=O)N(c3ccccc3)N=C2C)c2ccc(Br)cc2)c1OC | 0% | 4%
4 | CC1(c2nnc(-c3cccc(Cl)c3)o2)CC(c2cccnc2)=NO1 (configuration not stated) | 12% | 6%
5 | COc1ccc(CN2[C@@H](CC(=O)O)c3cc(C(F)(F)F)ccc3S2(=O)=O)cc1 | 7% | -1%
6 | Cc1cccc(NC(=O)c2cccc(NC(=O)c3ccco3)c2)c1 | -2% | 37%
7 | O=C1CCC[C@H]2c3[nH]c4ccccc4c3CCN12 | 0% | -4%
8 | CCCCOc1ccc(/C=N/NC(=O)c2nnn(-c3nonc3N)c2CN2CCCCCC2)cc1 | -6% | -37%
9 | COc1cc(C)cc(C(=O)C=Cc2ccccc2)c1O | -7% | -3%
10 | O=C(N/N=C/c1cc2c(cc1[N+](=O)[O-])OCO2)c1ccccn1 | -5% | 52%
11 | CC1(c2ccccc2)NC(=O)N(CC(=O)Nc2ccc(S(=O)(=O)NC3=NCCCCC3)cc2)C1=O (configuration not stated) | 10% | -3%
12 | COC(=O)c1cnc(N)s1 | 3% | -7%
13 | CN(CCc1ccccc1)C(=O)c1ccc(NC(=O)Cc2cccc(NC(=O)C3CCN(C(=O)C4CCC4)CC3)c2)cc1 | 10% | 0%
14 | C=C(C)CNC(=O)C1CCC(=O)N(CCCc2ccccc2)C1 (configuration not stated) | -1% | 21%
15 | COc1ccc(C(=O)c2c(-c3ccc(OC)cc3)oc3ccc(-c4ccc(OC)nc4)cc23)cc1 | 5% | 19%
16 | COc1ccc(CNC(=O)C2(CC3CC(c4ccccc4)=NO3)CCNCC2)cc1 (configuration not stated) | -4% | -5%
17 | C=COCCNC(=O)C(=O)NCC(C)C | 4% | 17%
18 | CC(=O)C1CCC2C3CCC4=CC(=O)C=CC4(C)C3CCC12C (configuration not stated) | 0% | -44%
19 | Cc1c(C)c([N+](=O)[O-])c(C)c(C)c1N | 1% | 3%
20 | CN1CCN(C2Cc3cc(Cl)ccc3Sc3cc(F)ccc32)CC1 (configuration not stated) | 6% | -90%[inhibitor]
21 | CCOc1ccc(S(=O)(=O)N2CCCCC2)cc1NC(=O)c1ccccc1 | 1% | 0%
22 | COc1ccc2cc(Br)ccc2c1CC(=O)NCCCN1CCOCC1 | 3% | -13%
23 | CN(c1ccccc1)S(=O)(=O)c1ccc(Cl)c(C(=O)OCC(=O)c2c(N)n(C)c(=O)n(C)c2=O)c1 | -9% | -50%
24 | O=C(NCc1cccnc1)[C@@H]1CC=C[C@@H]2CCN(Cc3ccccc3)C(=O)[C@@H]21 | 4% | 20%
25 | O=C(O)c1cccc2c1-c1ccc([N+](=O)[O-])cc1C2=O | 1% | -8%
26 | CN(C)/C=C(/C(=O)c1ccccc1Cl)S(=O)(=O)c1ccccc1 | 2% | 3%
27 | Cc1ccc(S(=O)(=O)Oc2ccccc2[N+](=O)[O-])cc1 | -3% | 36%
28 | NC(Cc1c[nH]c2ccccc12)C(=O)Nc1ccccc1 (configuration not stated) | 12% | 25%
29 | O=C(O)c1ccccc1C(=O)c1ccc(F)c(F)c1 | -11% | -23%
30 | CCOC(=O)N1CCC(NC(=O)CCc2c(C)nc3c(c(C)nn3-c3ccccc3)c2C)CC1 | 8% | 9%
31 | Clc1ccccc1NCSC1=NCCS1 | -7% | -1%
32 | COc1cccc(NC(=O)c2cc(-c3ccco3)nc3ccccc23)c1 | -1% | -6%
33 | CC(Cc1ccccc1)N(C)C(=O)CN1C(=O)c2ccccc2C1=O (configuration not stated) | 4% | -1%
34 | CC(=O)C12CC(C)=C(C)CC1CC1C3CCC4=CC(=O)CCC4(C)C3CCC12C (configuration not stated) | -3% | -51%
35 | O=C(Nc1ccc(C(=O)N2CCOCC2)cc1)c1ccccc1 | -1% | 4%
36 | CC(C)(C)OC(=O)N1CCC2(CC1)Oc1ccc(Cl)cc1C(=O)C21CC(c2ccc(Cl)cc2)=NO1 (configuration not stated) | -21% | 0%
37 | CCCCN1C(N)=NC[C@@H]1C(C)O (some centres not stated) | -8% | -3%
38 | COc1ccc(NS(=O)(=O)c2cc(NC(=O)Cc3n[nH]c(=O)c4ccccc34)ccc2OC)cc1 | -1% | -12%
39 | CCOC(=O)C(NC(=O)c1ccccc1)C(C)(C)SCc1ccccc1 (configuration not stated) | -27% | -42%
40 | O=C(O)c1ccccc1NS(=O)(=O)c1ccc(N/N=C/c2ccc(O)c(O)c2)c([N+](=O)[O-])c1 | 2% | -3%
41 | C[C@@H]1[C@H](c2ccccc2)Oc2ccc(Cl)cc2S(=O)(=O)N1CC1CCCN1C(=O)OC(C)(C)C (some centres not stated) | -2% | -7%
42 | N#Cc1cnc(SCC(=O)N2CCCCC2)nc1N | 8% | -10%
43 | Cc1ccccc1Cn1cc(S(=O)(=O)c2ccc(C(C)C)cc2)c(=O)c2cc3c(cc21)OCO3 | 7% | 9%
44 | Cc1ccc(S(=O)(=O)N2CCC(=O)CC2c2ccccc2)cc1 (configuration not stated) | 4% | -1%
45 | CNc1ncnc(Sc2nc(N)nc3nc[nH]c23)c1[N+](=O)[O-] | -11% | -92%
46 | O=C(O)C1C2CC3OC(=O)C1C3C2 (configuration not stated) | -3% | -1%
47 | Nc1ncnc2[nH]c(=S)[nH]c12 | -7% | 0%
48 | CCN(CC(=O)Nc1ccc(NC(C)=O)cc1)C(=O)c1ccc(COc2ccc(C(C)(C)C)cc2)cc1 | ? | -49%
49 | CC1CCCCN1C(=O)COC(=O)CSc1ccc(C(N)=O)cc1[N+](=O)[O-] (configuration not stated) | 6% | -24%
50 | COc1ccc(S(=O)(=O)N2CCN(Cc3cccc(F)c3)CC2)cc1 | 3% | -31%
51 | Cc1csc(=O)n1CC(=O)OC(C)C(=O)Nc1ccc(N(C)C)cc1 (configuration not stated) | 5% | -2%
52 | Cc1ccc(-n2nnnc2Sc2nc([N+](=O)[O-])nn2C)c(C)c1 | -7% | -19%
53 | O=c1ccn([C@@H]2O[C@H](CNCc3ccc(-c4cc(C(F)(F)F)ccc4Cl)o3)[C@@H](O)[C@H]2O)c(=O)[nH]1 | -1% | -7%
54 | COc1cc(NC(=O)NCc2ccco2)ccc1-c1ccc(NC(=O)NCc2ccco2)cc1OC | 1% | -57%
55 | CN1C(c2ccccc2)=NO[C@]1(C)c1ccccc1 | -2% | -1%
56 | O=C(c1ccccc1)c1c(-c2ccccc2)[nH]n(-c2ccccc2)c(=O)c1=O | 2% | -26%
57 | Nc1ncnc(Nc2ccccc2Oc2ccccc2)n1 | -2% | 0%
58 | CCCCNCCS(=O)(=O)NCc1ccc(OC)cc1 | 8% | 8%
59 | CCOC(=O)N1CCN(S(=O)(=O)c2ccc3c(c2)NC(=O)CO3)CC1 | 2% | -21%
60 | O=C(Nc1ccccc1Cl)O/N=C/c1ccc(F)cc1 | -3% | -2%

# (cont.)
item | Structure | uPA generation | BRCA1 expr up
61 | COc1cccc(CN(C)C(=O)c2cccc(S(=O)(=O)Nc3cccc(C)c3)c2)c1OC | 3% | -43%
62 | CS(=O)(=O)N(CC(=O)N1CCN(c2ccccc2)CC1)c1ccccc1Cl | 2% | -1%
63 | Cc1c(NS(=O)(=O)c2cccc(C(=O)NCc3cccc(Cl)c3)c2)c(=O)n(-c2ccccc2)n1C | 0% | 11%
64 | COc1ccc(Cl)cc1C=CC=Nc1ccc(S(N)(=O)=O)cc1 | -4% | -45%
65 | COc1cccc(/C=N/n2nnnc2N)c1OCC#N | -12% | -20%
66 | COc1cccc(C=NNc2ccc([N+](=O)[O-])cn2)c1OC | -1% | 42%
67 | CCCCCCCCCCCCCCCC[N+](C)(C)Cc1ccc(F)cc1 | -5% | -110%[inhibitor]
68 | COCCN1C(=O)C(C(=O)OC)CC2=C1CC(C)(C)CC2=O (configuration not stated) | -4% | -4%
69 | C[C@@H]1CN([C@@H](C)CO)C(=O)c2cc(NS(C)(=O)=O)ccc2O[C@@H]1CN(C)Cc1ccc(C(F)(F)F)cc1 | 4% | -6%
70 | COc1cc2c(cc1OC)C(O)C(O)(CO)C(C(=O)O)C2c1cc(OC)c(OC)c(OC)c1 (configuration not stated) | 3% | -5%
71 | O=C1NC(=O)C(c2ccccc2)N1 (configuration not stated) | -2% | -4%
72 | Nc1nc(=O)n(C2CC(O)C(CO)O2)cc1F (configuration not stated) | -6% | ?
73 | CN1CCN(CCCNc2nc3ccccc3c3nc(-c4ccccc4)nn23)CC1 | 3% | 23%
74 | COc1cnn(-c2cccc(C(F)(F)F)c2)c(=O)c1Cl | 4% | 32%
75 | COc1cc(OC)c(OC)cc1/C=C/C(=O)OCC(=O)Nc1c(C)n(C)n(-c2ccccc2)c1=O | -14% | -7%
76 | CC(C)Cc1ccc(C(C)C(N)=Nc2ccc(O)cc2)cc1 (configuration not stated) | -2% | -59%
77 | Nc1ccccc1C#Cc1ccc([N+](=O)[O-])cc1 | -6% | ?
78 | CCOC(=O)N(O)c1ccc(C=Cc2ccccc2)cc1 | -5% | -1%
79 | CCCCN1CC(COCc2ccccc2)Oc2cccc(Oc3ccc(OC)cc3)c2S1(=O)=O (configuration not stated) | 12% | 11%
80 | [C-]#[N+][C@H](O[C@@H]1O[C@H](CO)[C@@H](O)[C@H](O)[C@H]1O)c1ccccc1 | 10% | 7%
81 | Cc1cn([C@H]2C[C@H](O)[C@@H](CCC(=O)NCCc3cnc[nH]3)O2)c(=O)[nH]c1=O | -6% | 9%
82 | COc1ccccc1OCCNC(=O)CCNS(=O)(=O)c1ccc(C)cc1 | -2% | -2%
83 | CC1=CC(=O)Nc2ccccc2S1 | -1% | -14%
84 | Cc1c(NS(=O)(=O)c2cccc(C(=O)NCc3ccco3)c2)c(=O)n(-c2ccccc2)n1C | -9% | -24%
85 | COc1ccc(CCNC(=O)CNS(=O)(=O)c2ccc(Br)cc2)cc1 | 0% | -5%
86 | O=C1OCCN1c1c(-c2ccccc2)c(N2CCOCC2)nc2ccccc12 | -11% | 0%
87 | CN(CCc1ccccc1)C(=O)c1cccc(NC(=O)Cc2cccc(NC(=O)C3CCCN(C(=O)C4CCC4)C3)c2)c1 (configuration not stated) | -13% | -16%
88 | Cc1ccc(C(=O)/C=C/Nc2ccccn2)cc1 | -7% | ?
89 | Cc1ccccc1-c1cccc([C@@H]2C[C@H]3[C@H](CON3C)CN2Cc2cc(Cl)cc(Cl)c2)c1 | 13% | 11%
90 | O[C@@H]1Cc2ccccc2O[C@H]1c1ccccc1 | 4% | 11%

# Filtered by structure, those above with bromine
item | Structure | uPA generation | BRCA1 expr up
3 | COc1cccc(/C=C/C(=C2\C(=O)N(c3ccccc3)N=C2C)c2ccc(Br)cc2)c1OC | 0% | 4%
22 | COc1ccc2cc(Br)ccc2c1CC(=O)NCCCN1CCOCC1 | 3% | -13%
85 | COc1ccc(CCNC(=O)CNS(=O)(=O)c2ccc(Br)cc2)cc1 | 0% | -5%

# (further entries)
item | Structure | uPA generation | BRCA1 expr up
91 | O=c1[nH]c2nc(Br)[nH]c(=O)c2[nH]1 | 4% | 5%
92 | Cc1ccc(S(=O)(=O)NCCCNC(=O)OCc2ccccc2)cc1 | 3% | 25%
93 | Nc1cccc2cc(S(=O)(=O)O)ccc12 | 8% | 6%
94 | COC(C(=O)Nc1ccc(F)c(F)c1)c1ccccc1 (configuration not stated) | 2% | -3%[1.84 µM]
95 | COC(=O)NNC(=O)C(c1ccccc1)c1ccccc1 | 0% | 9%
96 | COc1cc(C(=O)N2CCN(c3cccc(C(F)(F)F)c3)CC2)ccc1OCC(=O)N1CCOCC1 | -7% | -11%
97 | CC1(C(=O)N/N=C/c2c(F)c(F)c(F)c(F)c2F)CC1(Cl)Cl (configuration not stated) | -2% | -56%
98 | O=C(c1cc(COc2ccc(-n3cncn3)cc2)on1)N1CCCC1 | 9% | 20%
99 | CCN1CCC(n2nccc2NC(=O)c2ccccc2Cl)CC1 | 3% | 4%
100 | CC(=O)CC(=O)NC1CCc2ccccc21 (configuration not stated) | -2% | 0%
101 | CN(C)c1ccc(/C=C2/C[N+](C)(C)C/C(=C/c3ccc(N(C)C)cc3)C2=O)cc1 | 0% | -71%
102 | CCOC(=O)c1ccc(NC(=O)c2c(N)n(Cc3ccccc3)c(=O)[nH]c2=O)cc1 | 5% | -3%
103 | Cc1ccc(NC(=O)N(O)C2CCCCC2C#N)cc1 (configuration not stated) | -6% | ?
104 | O=C(Nc1ccccc1)c1ccccc1NC(=O)c1ccccc1[N+](=O)[O-] | 25% | 9%
105 | CC[C@H]1C(Nc2ccccc2)C[C@@H]2CCN3C(=O)CC[C@H]1[C@H]23 (some centres not stated) | 3% | -5%
106 | Cc1nc2ccccc2c2c(N)cccc12 | 3% | -6%
107 | C[C@H](NC(=O)CCC1CCC(=O)N1)c1ccccc1 (some centres not stated) | -15% | 55%
108 | CC(/C=N/NC(=O)c1nnn(-c2nonc2N)c1CN1CCCCC1)c1ccccc1 (configuration not stated) | -6% | 6%
109 | C[C@]12CC[C@H](O)CC1=CCC1C2CC[C@@]2(C)C1CC[C@@H]2NC(=O)[C@@H](N)CO (some centres not stated) | 9% | -3%
110 | O=C1CC(C(=O)O)C(c2ccccc2)c2ccccc21 (configuration not stated) | 5% | -18%
111 | COc1ccc(-c2c(-c3ccsc3)oc3ccc(N4CCOCC4)cc23)cn1 | 2% | -13%

# Screening results deposited in PubChem BioAssay by National Center for Advancing Translational Sciences (NCATS).
